Screening data (PubChem BioAssay)
BoNT F protease = inhibitors of Botulinum neurotoxin F light chain protease; Multiplex microsphere protease cleavage assay, flow cytometry; AID 588497; 360,000 tested, 0.22% active; inhibition, % at 10 µM; in the data active = inhibition above about 35%, passing the limit was not always enough; inconclusive = no clear call, values can overlap the other calls; note: plate controls were buffer without enzyme for full effect and enzyme alone for no effect
PrPC surface inh = cell surface PrPC inhibition, primary TR-FRET screen; 370,000 tested, 0.43% active; P04156; inhibition, % at 13.8 µM; TR-FRET read-out; in the data active = inhibition above about 24%; note: 0% = median of the test wells and 100% = reference compound wells
TcdB inh = inhibitors of Clostridioides difficile toxin B glycohydrolase | inhibition, % at 9.99 µM | P18177 | TcdB glycohydrolase enzymatic assay, plate reader | 350,000 tested, 0.24% active | AID 652162; in the data active = inhibition above about 10%
PfHsp40 rescue = rescue of PfHsp40-mediated yeast toxicity | S. cerevisiae expressing PfHsp40, growth rescue, ATP luminescence | growth rescue, % at 12.5 µM | 340,000 tested, 0.68% active; in the data active = growth rescue above about 28%, passing the limit was not always enough; inconclusive = no clear call, values can overlap the other calls;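 note: yeast W303a lacking pdr1 and pdr3 grown in galactose medium; growth measured after three days at 30 °C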
Y pestis TopoI = Y. pestis Topo-I inhibition via cleavage products. activity, % at 10 µM. 360,000 tested, 0.064% active. Y. pestis Topo-I cleavage product accumulation, plate reader. AID 504884; in the data active = activity above about 50%, passing the limit was not always enough; inconclusive = no clear call, values can overlap the other calls; note: inactives centre near 2
CCHF vOTU inh = blocks the CCHF virus ovarian tumor domain protease; inhibition, % at 11.5 µM; CCHFV vOTU protease, Pep-AMC fluorescence; 370,000 tested, 0.55% active; AID 651958; in the data active = inhibition above about 30%; note: 0% = vehicle wells with enzyme and 100% = no enzyme wells
Anthrax LF prot = inhibitors of Bacillus anthracis lethal factor protease; 360,000 tested, 0.12% active; inhibition, % at 10 µM; AID 588501; multiplex microsphere protease cleavage assay, LF; note: plate controls were buffer without enzyme for full effect and enzyme alone for no effect
BoNT-A LC inh2 = BoNT A light chain protease inhibition | multiplex microsphere protease substrate cleavage, flow cytometry | inhibition, % at 10 µM | 360,000 tested, 0.17% active | AID 588499; note: plate controls were buffer without enzyme for full effect and enzyme alone for no effect
FadD28 FP inh = blocks FadD28 binding to the bisubstrate probe; fluorescence polarization; inhibition, % at 12.5 µM; 360,000 tested, 0.22% active; in the data active = inhibition above about 8.5%, passing the limit was not always enough; inconclusive = no clear call, values can overlap the other calls
An asterisk follows results filed as active; ? = inconclusive; . = no result given. Cut-off read from the data, not from the text of the source, unless noted: active = inhibition above about 30%; inconclusive = no clear call, values can overlap the other calls; inactive = below that.

[1] CC(C)(C)C(=O)NC(=S)Nc1ccccn1
[2] O=C(Nc1ccc(C(=O)N2CCCCC2)cc1)c1ccccc1Cl
[3] CCCCC(=O)OC1CCC2C3CCc4cc(O)ccc4C3CCC12C (stereo not drawn)
[4] CC(=O)Nc1ccccc1C(=O)C(=O)Nc1ccc(C)c(F)c1
[5] O=C(N/N=C/c1cccs1)c1cccc(S(=O)(=O)Nc2ccc(Cl)cc2)c1
[6] COc1ccccc1N(C)S(=O)(=O)c1ccc(C)c(C(=O)NC(C)c2ccccn2)c1 (stereo not drawn)
[7] N#Cc1ccccc1OCC(=O)NC1CCCCCC1
[8] Cc1ccc(S(=O)(=O)NC(=O)C2(C)CCN2C(=O)c2ccc(C(F)(F)F)nc2C)cc1 (stereo not drawn)
Compound,1,2,3,4,5,6,7,8
BoNT F protease,-9,5,-14,-8,-3,.,-6,-2
PrPC surface inh,15,0,-2,-8,5,-1,-4,1
TcdB inh,-0.2,0.9,0.7,0.9,0.3,0.4,0.0,-0.6
PfHsp40 rescue,0.4,2.3,5.9,-1.4,1.2,0.6,.,.
Y pestis TopoI,7,-4,-5,3,8,-5,-4,0
CCHF vOTU inh,-6,1,25,-7,-1,-10,11,-6
Anthrax LF prot,0,-2,-13,-2,2,.,-7,-6
BoNT-A LC inh2,0.2,1.6,-0.9,-1.7,-1.0,.,-0.6,-0.4
FadD28 FP inh,-0.8,-2.7,-3.7,-3.8,-4.9,-0.4,-0.7,-2.5

Two of these compounds in another layout.
(2) O=C(Nc1ccc(C(=O)N2CCCCC2)cc1)c1ccccc1Cl
  BoNT F protease: 5
  PrPC surface inh: 0
  TcdB inh: 0.9
  PfHsp40 rescue: 2.3
  Y pestis TopoI: -4
  CCHF vOTU inh: 1
  Anthrax LF prot: -2
  BoNT-A LC inh2: 1.6
  FadD28 FP inh: -2.7

(3) CCCCC(=O)OC1CCC2C3CCc4cc(O)ccc4C3CCC12C (stereo not drawn)
  BoNT F protease: -14
  PrPC surface inh: -2
  TcdB inh: 0.7
  PfHsp40 rescue: 5.9
  Y pestis TopoI: -5
  CCHF vOTU inh: 25
  Anthrax LF prot: -13
  BoNT-A LC inh2: -0.9
  FadD28 FP inh: -3.7

Additional results follow.
[9] Cn1cc(S(=O)(=O)c2ccccc2)n(C)c1=O
[10] O=C(OCc1cc(Cl)ccc1OC(F)F)c1cccnc1
[11] Cc1cc2c(ncn2C)c(NS(=O)(=O)c2cc(Cl)ccc2Cl)c1C
[12] N#Cc1c(-c2ccc(Cl)cc2)n(O)c2ccccc12
[13] CSc1sc(-c2nnc(SCC(=O)Nc3ccc(Cl)cc3)n2C)c2c1C=CCC2
[14] COc1ccc(/C(C)=N/Nc2ccc(F)cc2F)c(O)c1
[15] Cc1nc2ccccc2nc1OCc1cccc(Cl)c1
[16] N#Cc1nccc2ccc(OCc3ccc(Br)cc3)cc12
Compound,9,10,11,12,13,14,15,16
BoNT F protease,2,14,-6,-11,.,-6,1,5
PrPC surface inh,-5,1,4,.,5,-2,-8,0
TcdB inh,1.4,1.4,.,.,2.3,0.7,.,1.0
PfHsp40 rescue,0.4,1.3,-0.2,284*,.,0.0,-0.3,.
Y pestis TopoI,2,16,8,-6,-4,-17,3,-6
CCHF vOTU inh,5,0,-9,.,-15,0,-4,-2
Anthrax LF prot,-4,5,-2,-3,.,0,0,-12
BoNT-A LC inh2,-0.3,5.4,0.2,-0.2,.,-0.7,-0.2,0.3
FadD28 FP inh,-1.8,-0.1,-2.3,?,-2.1,-1.5,-0.9,-5.4

[17] O=C(/C=C/c1ccccc1)Nn1cnc2ccccc2c1=O
[18] CCC(CC)C(=O)Nc1cccc(C(=O)NCCc2ccc(S(N)(=O)=O)cc2)c1
[19] CC(c1ccco1)N(C(=O)c1cccc(Br)c1)c1ccccn1 (stereo not drawn)
[20] COC(=O)c1sccc1NC(=O)C1CCCCC1C(=O)O (stereo not drawn)
[21] COC(=O)c1ccc(NC(=O)CN2C(=O)C3C4C=CC(C4)C3C2=O)cc1 (stereo not drawn)
[22] CC(=O)N1CCN(c2ccc(NC(=O)c3cccc(F)c3)cc2)CC1
[23] Cc1cccc(C)c1N1CCN(C(=O)c2ccc3c(c2)OCO3)CC1
[24] c1ccc(Nc2nnc(-c3cccc4ccccc34)o2)cc1
Compound,17,18,19,20,21,22,23,24
BoNT F protease,-5,0,8,3,-3,2,-3,1
PrPC surface inh,-1,13,-4,37*,11,-2,1,1
TcdB inh,.,.,-0.5,1.3,.,1.7,1.5,-0.1
PfHsp40 rescue,0.3,-0.2,2.3,-1.0,0.2,.,2.3,.
Y pestis TopoI,-3,-10,-10,-8,5,9,29,13
CCHF vOTU inh,-10,-19,8,-1,-1,3,16,-15
Anthrax LF prot,0,1,9,-4,-1,-1,2,-3
BoNT-A LC inh2,0.3,-1.2,0.7,-0.2,-2.6,-0.2,-2.7,-0.1
FadD28 FP inh,-3.8,-0.9,0.6,-2.3,1.1,-1.5,-0.2,-3.0

[25] CCOC(=O)c1[nH]c(C)c(C(=O)NCCCN2CCOCC2)c1C
[26] CC(C)OC(=O)c1c(N)n(CC2CCCO2)c2nc3ccccc3nc12 (stereo not drawn)
[27] COc1ccc(S(=O)(=O)N2CCOCC2)cc1NC(=O)CNC(=O)c1cccs1
[28] COc1ccc(-c2ccc3c(c2)CN(C(=O)C(C)(C)C)Cc2cnnn2-3)cc1
Compound,25,26,27,28
BoNT F protease,8,-13,3,0
PrPC surface inh,-7,-11,-2,2
TcdB inh,.,.,0.8,2.2
PfHsp40 rescue,-0.8,-0.6,0.0,.
Y pestis TopoI,-3,6,5,.
CCHF vOTU inh,-10,-221,-5,-5
Anthrax LF prot,-3,-2,-2,-3
BoNT-A LC inh2,1.1,0.5,-1.3,-0.3
FadD28 FP inh,-0.8,-5.1,.,-7.7

2 of the compounds above, in markdown.
| nr | Structure | BoNT F protease | PrPC surface inh | TcdB inh | PfHsp40 rescue | Y pestis TopoI | CCHF vOTU inh | Anthrax LF prot | BoNT-A LC inh2 | FadD28 FP inh |
| --- | --- | --- | --- | --- | --- | --- | --- | --- | --- | --- |
| 27 | COc1ccc(S(=O)(=O)N2CCOCC2)cc1NC(=O)CNC(=O)c1cccs1 | 3 | -2 | 0.8 | 0.0 | 5 | -5 | -2 | -1.3 | . |
| 28 | COc1ccc(-c2ccc3c(c2)CN(C(=O)C(C)(C)C)Cc2cnnn2-3)cc1 | 0 | 2 | 2.2 | . | . | -5 | -3 | -0.3 | -7.7 |

Looked up one by one from the entries so far:
[27] COc1ccc(S(=O)(=O)N2CCOCC2)cc1NC(=O)CNC(=O)c1cccs1
[28] COc1ccc(-c2ccc3c(c2)CN(C(=O)C(C)(C)C)Cc2cnnn2-3)cc1
Compound,27,28
BoNT F protease,3,0
PrPC surface inh,-2,2
TcdB inh,0.8,2.2
PfHsp40 rescue,0.0,.
Y pestis TopoI,5,.
CCHF vOTU inh,-5,-5
Anthrax LF prot,-2,-3
BoNT-A LC inh2,-1.3,-0.3
FadD28 FP inh,.,-7.7
